# hIAP act = increases human intestinal alkaline phosphatase activity; P09923; purified human IAP, CDP-Star luminescence, 30 min; hits give high values; 1 = vehicle-only enzyme, 0 = enzyme-free background; activation factor at 10 µM; hit rate 0.16% among 330,000;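 active means activation factor of the enzyme at least 2-fold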; further: the source names both 10 and 20 µM as test concentration; values of inactives mirror those of a sister screen read the other way
# hIAP block = blocks human intestinal alkaline phosphatase; P09923; purified IAP, CDP-Star luminescence, 30 min; inhibition, % at 10 µM; hit rate 0.12% among 330,000; AID 2544;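 active means inhibition reaching a set limit with compound at 10 µM in the primary screen, cut at about 35% in these data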;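 further: plate controls were DMSO wells with enzyme for no effect and no-enzyme buffer wells for full effect; values of inactives mirror those of a sister screen read the other way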
# MPTP inh = blocks calcium-induced mitochondrial swelling. isolated mouse mitochondria, Ca2+ swelling absorbance, 30 min. hit rate 1.4% among 360,000. inhibition, % at 10 µM;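 active means inhibition of 50% or more, scaled per plate between neutral and stimulator controls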;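 further: 0% = DMSO wells given calcium and 100% = 1 mM EGTA wells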
# ATG4B inhibitor = ATG4B (human) cysteine protease inhibition | hit rate 0.51% among 340,000 | inhibition, % at 8.33 µM | AID 504462 | Q9Y4P1 | ATG4B cleavage of LC3-PLA2, NBD-HPC fluorescence, 1 h; in the data active means inhibition above about 40%
# Target sequence (Q9Y4P1 whole entry, looked up): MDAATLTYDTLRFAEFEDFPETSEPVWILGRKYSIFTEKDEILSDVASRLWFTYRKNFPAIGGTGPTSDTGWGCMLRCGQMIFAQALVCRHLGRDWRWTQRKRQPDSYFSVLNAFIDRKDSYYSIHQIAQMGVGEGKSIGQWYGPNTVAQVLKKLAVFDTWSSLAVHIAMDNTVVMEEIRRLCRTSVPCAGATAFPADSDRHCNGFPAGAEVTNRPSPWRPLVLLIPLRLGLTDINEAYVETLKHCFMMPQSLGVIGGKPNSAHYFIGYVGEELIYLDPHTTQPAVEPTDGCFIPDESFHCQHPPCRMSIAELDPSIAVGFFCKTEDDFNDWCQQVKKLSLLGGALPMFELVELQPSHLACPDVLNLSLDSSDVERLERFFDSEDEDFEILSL
# mIAP act = increases mouse intestinal alkaline phosphatase activity | muIAP, CDP-Star luminescence, 30 min; hits give high values; 1 = vehicle-only enzyme signal, 0 = enzyme-free wells | activation factor at 10 µM | hit rate 0.24% among 330,000 | AID 2805;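 active means activation factor of at least 2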; further: the source names both 10 and 20 µM as test concentration; values of inactives mirror those of a sister screen read the other way
#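 also added = chemiluminescent substrate CDP-Star | test system = mouse IAP enzyme | signal = chemiluminescence readout | compound = DMSO-dissolved test compounds | incubation = 30 min at room temperature | benchmarks = DMSO wells, no-enzyme wells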
# APOBEC3A inh = blocks human APOBEC3A ssDNA deamination; P31941; recombinant A3A, FAM/TAMRA ssDNA deamination fluorescence; inhibition, % at 20 µM; hit rate 0.41% among 330,000; AID 493011;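 active means at least 40% inhibition at 20 µM here, with at most 30% in a related deaminase screen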;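 further: plate controls were A3A with DMSO for no effect and wells lacking A3A enzyme for full effect; some results filed as inactive read as strong as hits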
# Target sequence (P31941 whole entry, looked up): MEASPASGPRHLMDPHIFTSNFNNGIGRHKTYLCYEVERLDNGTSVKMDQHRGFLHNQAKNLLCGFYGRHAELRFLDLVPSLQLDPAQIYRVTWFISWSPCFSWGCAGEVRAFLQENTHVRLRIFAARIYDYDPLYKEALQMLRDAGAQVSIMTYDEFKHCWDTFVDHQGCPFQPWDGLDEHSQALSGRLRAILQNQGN
# A3G deaminase = APOBEC3G (human) deaminase inhibition. inhibition, % at 20 µM. AID 493012. Q9HC16. hit rate 0.28% among 330,000. recombinant A3G, ssDNA deamination FAM/TAMRA fluorescence;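 active means inhibition of at least 40% at 20 µM, with no more than 30% in the related APOBEC3A deaminase screen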;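 further: plate controls were DMSO wells with A3G for no effect and wells lacking A3G enzyme for full effect; some compounds called inactive have numbers as strong as hits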
# Target sequence (Q9HC16 whole entry, looked up): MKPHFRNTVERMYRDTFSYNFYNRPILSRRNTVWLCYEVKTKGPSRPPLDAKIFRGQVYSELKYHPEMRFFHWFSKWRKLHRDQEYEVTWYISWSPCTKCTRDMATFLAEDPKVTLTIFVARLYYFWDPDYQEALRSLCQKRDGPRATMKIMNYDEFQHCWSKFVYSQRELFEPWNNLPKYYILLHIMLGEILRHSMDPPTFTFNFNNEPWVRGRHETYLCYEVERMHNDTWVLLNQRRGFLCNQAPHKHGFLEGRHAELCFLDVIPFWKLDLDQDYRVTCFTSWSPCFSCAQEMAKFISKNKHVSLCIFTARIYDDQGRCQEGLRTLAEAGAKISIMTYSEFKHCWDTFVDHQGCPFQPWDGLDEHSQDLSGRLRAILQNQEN
# beta cell repl = MIN6 beta-cell proliferation induction; proliferation, % at 10 µM; hit rate 0.29% among 330,000; MIN6 cells proliferation, ATPlite luminescence, 48 h; cells starved in 0.2% serum; 100% = growth in 10% serum;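 active means compounds whose signal lies at least 3.5 SD above the mean of all wells on their plate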;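 further: 0% = DMSO-treated cells in low-serum medium and 100% = 10% serum control; some compounds called inactive have numbers as strong as hits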
# mIAP inh = mouse IAP inhibition; hit rate 0.2% among 330,000; purified mouse IAP, CDP-Star luminescence, 30 min; inhibition, % at 10 µM;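 active means inhibition of at least 40% at 10 µM in the primary screen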;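 further: plate controls were DMSO with enzyme for no effect and no enzyme wells for full effect; values of inactives mirror those of a sister screen read the other way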
# * hit, by the source's call; nt = not tested or not shown. Random draw from the library. Share with any hit: about 3.3%.
# Under each structure – hIAP act	hIAP block	MPTP inh	ATG4B inhibitor	mIAP act	APOBEC3A inh	A3G deaminase	beta cell repl	mIAP inh
> COc1cccc(CN2CCN(C(=O)c3cccc4ccccc34)CC2)c1
 : 1.1	-11	-0.7	-2	1.1	3	0	-5	-6
> CC(C)OCCCNCc1cccs1
 : 1.1	-6	-2.6	-12	0.95	-18	-6	0	5
> CC(C)NS(=O)(=O)c1ccc(CCC(=O)N2CCCC2)cc1
 : 0.94	6	-0.2	-4	0.95	0	-6	-2	5
> CC(C)(C)NCC1(CO)SC(N)=NC1=O (stereo not drawn)
 : 0.91	9	-0.7	-10	1	2	-3	0	0
> CN(C)c1ccc(-c2cc([C@H]3[C@@H]4C=CCC[C@@]4(C)C(=O)N3Cc3ccccc3)ccc2F)cc1
 : 0.85	14	0.0	-1	1	-3	-6	-8	-1
> CCOC(=O)C1=NS(=O)(=O)NC(C)=C1
 : nt	nt	0.4	7	1.1	5	1	nt	-11
> CCN(CC)CCCNC(=O)C1c2cc(OC)c(OC)cc2C(=O)N(C)C1c1cccnc1 (stereo not drawn)
 : 1.1	-10	-0.3	8	1	-1	-7	0	0
> O=C(c1cnc(N2CCN(c3ccccn3)CC2)c2ccccc12)N1CCN(c2cccc(Cl)c2)CC1
 : 0.92	8	6.5	7	0.96	1	-2	-4	4
> COc1cc2c(cc1NC(=O)c1cccc(Br)c1)CCCC2
 : 0.85	14	-1.2	10	0.98	9	4	-4	2
> COc1cc(/C=C/c2[nH]c(=O)[nH]c(=O)c2[N+](=O)[O-])ccc1OCCC(C)C
 : 0.9	10	-1.4	1	0.89	1	1	-3	12
> CCN(CC)S(=O)(=O)c1ccc(C(=O)Nc2ccc(Cc3ccncc3)cc2)cc1
 : 1.1	-7	8.1	-2	0.95	2	-3	-6	5
> Cc1cc(C)c(Cn2c(=O)n(CCCC(=O)NCc3ccco3)c(=O)c3sccc32)c(C)c1
 : 0.99	1	1.0	0	0.99	3	0	-3	1
> C#CC[N+](C)(C)CCCCCCCCCC
 : 1.1	-7	-2.3	3	1	1	-1	-5	-4
> CCCCc1nnc(NC(=O)C(C)Sc2nc(C)cc(=O)[nH]2)s1 (stereo not drawn)
 : 1	-4	-0.8	-1	1.1	0	-1	-1	-5
> O=C(C[n+]1ccc2ccccc2c1)c1ccccc1
 : 0.88	12	1.2	-3	0.9	-5	-1	-5	10
> CCOCCCNS(=O)(=O)c1ccc(NC(=O)c2ccc(OC)c([N+](=O)[O-])c2)cc1
 : 1	0	0.2	-3	0.96	-2	-5	-5	4
> CCOC(=O)C1=C(C)NC(=O)NC1c1cn(-c2ccccc2)nc1-c1cccs1 (stereo not drawn)
 : 0.98	2	1.4	-14	0.98	-1	-6	-3	2
> COc1ccc2nc(C)cc(Nc3ccc(N4CCN(C)CC4)cc3)c2c1
 : 1	-2	-0.3	7	1	22	8	-6	0
> Cc1cccc(OCCSc2nc(N)cc(N)n2)c1
 : 1.1	-10	1.4	0	1.1	-7	-7	1	-8
> CCCn1c2ccccc2c2cnn(CC(=O)N(CC)CC)c(=O)c21
 : 1.1	-7	-0.9	-2	0.99	-3	-8	3	1
> Cc1cc(/C=C2\SC(=O)NC2=O)c(C)n1-c1ccc(N(C)C)cc1
 : 1.2	-16	-0.2	5	1	-3	-9	1	0
> CC1(C)CC(=O)c2cc(OCC(=O)NCC3CCCO3)ccc2O1 (stereo not drawn)
 : 0.97	3	-1.4	-9	0.96	4	-6	2	4
> COCCNC(=O)c1cnn2c(C(F)F)cc(-c3ccc(C)cc3)nc12
 : 1	0	0.9	-8	0.95	-3	-9	1	5
> O=C(CSc1ccccn1)Nc1ccc2ccccc2c1
 : 1	-3	nt	nt	0.92	-2	-5	-2	8
> CC(C)(C)C(=O)NC(=S)NCc1ccccc1
 : 1.1	-5	-3.9	4	1	5	0	0	-2
> NCCCCCNC(=O)c1nc[nH]c1C(=O)NCC(=O)OCc1ccccc1
 : 1.5	-46	-1.1	-5	0.78	-5	-8	-3	22
> O=C(OCC(=O)N1CCN(C(=O)c2ccco2)CC1)c1cc(=O)c2ccccc2o1
 : 1	-3	-3.0	-6	0.9	0	0	2	10
> CN(C)C(CNS(=O)(=O)c1ccc(Br)cc1)c1cccnc1 (stereo not drawn)
 : 0.85	15	-1.4	-17	1	-1	-3	-1	-2
> COc1ccc(C(=O)CSc2n[nH]c(=O)[nH]c2=O)cc1
 : 1.1	-8	-0.7	-8	1	-2	-17	1	-4
> Cc1ccc(-n2nnnc2CNC(=O)C2CC(=O)N(c3ccccc3)C2)cc1C (stereo not drawn)
 : 1.2	-18	0.3	-8	1	-2	-6	-4	-1

# A few values from above:
# `CC1(C)CC(=O)c2cc(OCC(=O)NCC3CCCO3)ccc2O1` (stereo not drawn) – mIAP act = 0.96
# `O=C(C[n+]1ccc2ccccc2c1)c1ccccc1` – MPTP inh = 1.2
# `CN(C)c1ccc(-c2cc([C@H]3[C@@H]4C=CCC[C@@]4(C)C(=O)N3Cc3ccccc3)ccc2F)cc1` – beta cell repl = -8
# `CN(C)C(CNS(=O)(=O)c1ccc(Br)cc1)c1cccnc1` (stereo not drawn) – ATG4B inhibitor = -17
# `COc1ccc(C(=O)CSc2n[nH]c(=O)[nH]c2=O)cc1` – mIAP act = 1
# `CCCn1c2ccccc2c2cnn(CC(=O)N(CC)CC)c(=O)c21` – mIAP inh = 1
# `O=C(CSc1ccccn1)Nc1ccc2ccccc2c1` – mIAP inh = 8

# Remaining list, next part
# Under each structure – hIAP act	hIAP block	MPTP inh	ATG4B inhibitor	mIAP act	APOBEC3A inh	A3G deaminase	beta cell repl	mIAP inh
> Cc1ccc(C2=CSC3=NS(=O)(=O)CCN23)cc1C
 : 0.98	2	-0.9	-6	1	-1	-1	-2	-2
> CNC(=O)c1sc(Nc2cc(C)ccc2C)nc1C
 : 1	-2	-1.4	-3	0.94	-5	-4	1	6
> O=C(CCc1nnc2n(Cc3ccccc3)c(=O)c3ccccc3n12)NCCCN1CCCCC1
 : 0.77	23	-1.3	4	1	-2	-2	-1	0
> COc1ccc(NC(=O)CSc2nnc(-c3ccco3)c(-c3ccco3)n2)cc1OC
 : 0.99	1	0.5	-1	0.82	3	-2	-2	18
> O=C(NNc1nc2ccccc2s1)c1ccc(F)cc1
 : 1.4	-44	2.2	2	1	1	-4	0	-1
> COCCn1c(SCc2nc3cc(OC)c(OC)cc3c(=O)[nH]2)nnc1-c1ccncc1
 : 0.97	3	-4.7	1	0.96	0	-5	-3	4
> CN(C)S(=O)(=O)c1cccc(C(=O)NC(=S)N(CCC#N)Cc2cccnc2)c1
 : 1.2	-17	-1.0	8	1	-6	-1	-4	-3
> Cc1cc(NC(=O)COC(=O)c2c(Cl)cccc2Cl)no1
 : 1	-1	-0.1	-3	1	-2	-7	0	-1
> O=[N+]([O-])c1ccc(COc2cccc3cccnc23)cc1
 : 0.9	10	0.1	-5	0.95	0	0	8	5
> ONC(=Nc1ccc(Cl)cc1)c1ccccc1
 : 1.2	-15	0.5	-3	0.95	-5	-4	-2	5
> CCn1cc(C(=O)NCc2ccco2)c(=O)c2cc(S(=O)(=O)N3CCCCCC3)ccc21
 : 0.9	10	2.5	-14	0.9	-2	-8	-5	10
> COc1cccc(/C=N/NC(=O)c2cc3c(OC)cccc3[nH]2)c1OC
 : 0.93	7	2.4	-20	0.96	2	-1	1	4
> CCn1cc(/C=N\NC(=O)Cc2ccc([N+](=O)[O-])cc2)c(C)n1
 : 1.1	-8	0.9	-5	0.91	-3	-3	-1	9
> CCc1nc2ccc(C(=O)NCCCN3CCN(c4ccccc4F)CC3)cc2nc1CC
 : 0.85	15	0.1	-6	0.85	-5	-6	1	15
> Cc1cc(S(=O)(=O)NC2CCCC2)ccc1-n1cnnn1
 : 0.99	1	0.0	-4	0.88	0	-4	0	12
> Cc1c(C)c2c(OCC(=O)Nc3ccc(CCO)cc3)cc3c(c2oc1=O)CCC(C)(C)O3
 : 1.1	-6	-0.4	-6	0.97	0	3	-4	2
> CCOC(=S)SCC(=O)Nc1nccs1
 : 1.1	-15	1.7	-8	0.85	-3	-8	-5	15
> COc1ccccc1NC(=O)C1CCCN(S(=O)(=O)c2ccc(-n3cnnn3)cc2)C1 (stereo not drawn)
 : 1.1	-5	-0.7	-11	1.1	-1	-1	-3	-8
> CCOc1ccc(NC(=O)C2CCCN(c3cnccn3)C2)cc1 (stereo not drawn)
 : 1.2	-21	-0.4	-1	0.9	-2	0	-3	10
> Cc1c(Cl)c([N+](=O)[O-])nn1CC(=O)N1CCCc2ccccc21
 : 1	-1	0.8	-4	1	-5	-10	-2	-3
> O=c1ccnc(SCCc2ccc([N+](=O)[O-])cc2)[nH]1
 : 1.1	-12	-1.2	0	0.99	4	7	-3	1
> CCOc1ccc(S(=O)(=O)N2CCCCC2)cc1NC(=O)c1c(CC)noc1C
 : 0.94	6	0.6	0	0.99	3	-5	7	1
> CCCCCNCC(=O)Nc1cc(C(F)(F)F)ccc1OCCOC
 : 0.93	7	0.3	-5	1	-1	-10	-1	-3
> O=C(CN1CCOCC1)NNc1c2ccccc2nc2ccccc12
 : 1.1	-14	-0.4	-6	1	-2	-6	0	-2
> Cc1ccc(C(=O)COC(=O)CNC(=O)c2ccco2)cc1
 : 1.3	-26	1.6	2	0.98	-1	-3	-3	2
> CC(NC(=O)CSc1nnnn1C1CC1)c1ccccc1Br (stereo not drawn)
 : 0.96	4	-1.2	-3	1.1	-1	-7	0	-10
> Cc1ccccc1SCCNC(=O)c1ccccc1Br
 : 0.88	12	0.8	10	0.97	-4	-5	-1	3
> O=C(Nc1ccc(S(=O)(=O)N2CCCC2)cc1)c1cccs1
 : 0.92	8	-1.4	-3	1.2	2	-7	-1	-16
> S=c1[nH]nc(-c2ccco2)n1/N=C/c1ccc(Cl)c(Cl)c1
 : 1.1	-8	-0.2	5	0.8	-5	44*	-4	20
> O=[N+]([O-])c1ccc(OCCCCN2CCc3ccccc3C2)cc1
 : 0.98	2	1.3	-3	0.95	-4	-2	-4	5
> Cc1c(C=Nc2ccc(S(=O)(=O)N(C)C)cc2)c(O)[nH]c(=O)c1C#N
 : 0.94	6	1.4	-7	0.95	2	4	-1	4
> CN1CCN(S(=O)(=O)c2cccc(C(=O)N(Cc3nnc(-c4ccccc4Cl)o3)C3CC3)c2)CC1
 : 1.3	-32	0.4	-8	0.99	-6	-3	-1	1
> Cc1cc(C)c2c3c(sc2n1)C(=O)N(C)CC(=O)N3
 : 1.1	-8	1.5	-11	0.89	-1	-3	1	11
> CCOC(=O)c1c(NC(=O)CC(C)C)sc(C(C)=O)c1C
 : 1	-5	2.4	-10	0.92	-1	-2	-1	8
> COCCn1c(SCc2ccc(F)cc2)nc2c1c(=O)[nH]c(=O)n2C
 : 1.1	-7	-0.4	-9	1	-4	15	0	-1
> CN(C)S(=O)(=O)c1cccc(NC(=O)CCCc2nc3ccccc3c(=O)[nH]2)c1
 : 0.92	8	-0.8	3	0.95	7	6	-2	5

# 3 structures from above, ordered by formula weight, ascending:
# Under each structure – hIAP act	hIAP block	MPTP inh	ATG4B inhibitor	mIAP act	APOBEC3A inh	A3G deaminase	beta cell repl	mIAP inh
> Cc1cc(C)c2c3c(sc2n1)C(=O)N(C)CC(=O)N3
 : 1.1	-8	1.5	-11	0.89	-1	-3	1	11
> COCCn1c(SCc2ccc(F)cc2)nc2c1c(=O)[nH]c(=O)n2C
 : 1.1	-7	-0.4	-9	1	-4	15	0	-1
> CN1CCN(S(=O)(=O)c2cccc(C(=O)N(Cc3nnc(-c4ccccc4Cl)o3)C3CC3)c2)CC1
 : 1.3	-32	0.4	-8	0.99	-6	-3	-1	1

# Bioassay records from PubChem BioAssay.
